SF1 activator: activates the human nuclear receptor SF-1. activation, % at 10 µM. Q13285. actives 1.9% (n = 65,000). CHO-K1 Gal4-SF-1 LBD luciferase reporter; % increase over DMSO SF-1-specific signal;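 active means activation above the mean activation of all tested compounds plus 3 SD, cut at about 50% in these data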
Target sequence (Q13285 whole entry, looked up, the tested form may be a part): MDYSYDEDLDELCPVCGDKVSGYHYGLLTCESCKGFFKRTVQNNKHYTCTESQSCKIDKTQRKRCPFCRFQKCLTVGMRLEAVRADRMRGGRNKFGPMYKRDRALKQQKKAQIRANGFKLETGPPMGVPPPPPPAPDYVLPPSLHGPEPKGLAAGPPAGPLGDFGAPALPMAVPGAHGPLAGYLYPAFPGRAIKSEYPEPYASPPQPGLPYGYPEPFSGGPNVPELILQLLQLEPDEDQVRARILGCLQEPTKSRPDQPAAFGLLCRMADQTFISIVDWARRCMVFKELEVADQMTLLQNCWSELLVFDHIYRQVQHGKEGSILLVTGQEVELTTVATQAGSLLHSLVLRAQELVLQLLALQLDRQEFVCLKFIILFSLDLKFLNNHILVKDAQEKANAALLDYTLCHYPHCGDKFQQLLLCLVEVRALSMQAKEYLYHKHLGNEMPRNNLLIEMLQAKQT
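Assay system: CHO-K1 cells co-transfected with Gal4 DBD–human SF-1 LBD, 5xGal4 luciferase reporter; doses: 10 µM only; incubation: 20 h compound exposure at 37 °C after 1 h cell settling; signal: luciferase light emission; evaluation: percent activation versus DMSO; repeats: one test per compound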
5HT1E ag: agonists of human 5-HT1E serotonin receptor | P28566 | CHO 5-HT1E Ga15 NFAT-bla reporter, FRET; 0% DMSO wells, 100% control agonist wells | activation, % at 6 µM | actives 0.69% (n = 65,000);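 active means activation above a set limit, the screen-wide mean activation plus 3 SD, cut at about 8.5% in these data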;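 further: 100% = positive control agonist at 1 µM giving full maximal response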
Target sequence (P28566 whole entry, looked up): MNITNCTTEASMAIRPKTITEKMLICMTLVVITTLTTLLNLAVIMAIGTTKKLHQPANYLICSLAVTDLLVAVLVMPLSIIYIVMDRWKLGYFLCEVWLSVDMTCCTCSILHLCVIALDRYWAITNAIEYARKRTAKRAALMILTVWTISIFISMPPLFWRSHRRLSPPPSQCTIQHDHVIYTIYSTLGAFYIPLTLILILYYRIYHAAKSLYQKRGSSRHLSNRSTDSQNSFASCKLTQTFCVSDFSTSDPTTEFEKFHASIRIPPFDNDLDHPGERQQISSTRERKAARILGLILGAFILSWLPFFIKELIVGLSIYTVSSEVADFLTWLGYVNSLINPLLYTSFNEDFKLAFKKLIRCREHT
tolC growth inh: E. coli tolC mutant growth inhibition. E. coli BW25113 tolC mutant growth, OD615. actives 2.2% (n = 65,000). AID 573. growth inhibition, % at 10 µM (by protocol);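 active means growth inhibition at or above a cutoff equal to the mean over every tested compound plus 3 SD, cut at about 60% in these data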;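 further: growth measured after 20 h incubation at 37 °C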
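Assay system: tolC-deleted E. coli BW25113. Medium: kanamycin-containing LB broth (50 µg/mL). Dosing: 10 µM final, single dose. Timing: bacterial growth with compound for 20 h at 37 °C. Detection: A615 absorbance measurement. Read-out basis: growth inhibition in percent.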
AP ELISA ortho: alternative pathway complement inhibition, orthogonal assay. inhibition, % at 5 µM. Human serum alternative complement pathway, LPS-coated ELISA, C3 deposition; tested in compound mixtures. actives 0.08% (n = 62,000);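 active means inhibition above 30% in each of the two pooled mixtures holding the compound, so the lower value exceeds 30%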;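 further: 0% = serum in Mg-EGTA without compound and 100% = EDTA serum blank; some compounds past the cut are filed as inactive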
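Test system: human serum complement alternative pathway, C3 deposition onto LPS / Medium: Mg2+-EGTA GVB++ buffer containing human serum at 1:15 dilution / Probe or stimulus: Plate-bound LPS / Times: 1 h at 37 °C / Signal: ELISA with HRP anti-human C3 antibody, TMB substrate, absorbance 450 nm / Measure: percent inhibition / Repeats: two pool placements per compound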
S1P3 agonist: S1P3 (human) receptor agonism; Q99500; S1P3 NFAT-BLA reporter cells, FRET ratio; relative to 1 µM S1P, basal subtracted; activation, % at 4.5 µM; actives 0.1% (n = 60,000); AID 373;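 active means activation above the screen-wide mean plus 3 SD, cut at about 4.5% in these data, passing the limit was not always enough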; further: some compounds called inactive have numbers as strong as hits
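Material: Human S1P3 NFAT-BLA reporter CHO cells | Incubation: Overnight plating, 4 h compound 37 °C, 2 h substrate RT | Signal: FRET β-lactamase substrate fluorescence, excitation 405 nm, 460/535 nm emission ratio, background-subtracted | Compound: 4.5 µM final, single dose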
S1P1 ag pot: S1P1 (human) agonism or agonism potentiation; P21453; S1P1 CRE-bla cells, forskolin, beta-lactamase FRET, potentiator mode; S1P1 agonist co-added at EC20, 2 nM; 100% = saturating reference agonist, 0% = basal; activation, % at 9.5 µM; actives 0.57% (n = 56,000); AID 449;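 active means activation above a cutoff set at the mean activation of all tested compounds plus 3 SD, cut at about 54% in these data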;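 further: forskolin at 4 µM as EC80 and the EC20 agonist is SEW2871; 100% = SEW2871 at its EC100 plus forskolin at EC80; some compounds past the cut are filed as inactive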
5-HT1A blocker: blocks the human serotonin 5-HT1a receptor. CHO 5-HT1a Ga15 NFAT-bla reporter, antagonist mode. inhibition, % at 10 µM. actives 0.68% (n = 62,000). AID 612;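 active means inhibition above the mean of all tested compounds plus 3 SD, cut at about 43% in these data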;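 further: receptor stimulated by 5-CT agonist at 100 nM near EC80; beta-lactamase reporter measured by ratiometric fluorescence of a cleavable substrate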
5HT1E antag: 5-HT1E (human) receptor antagonism | P28566 | AID 571 | inhibition, % at 6 µM | actives 0.99% (n = 65,000) | CHO 5-HT1E Ga15 NFAT-bla reporter, FRET, antagonist;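 active means inhibition above a set limit, the mean inhibition across every tested compound plus 3 SD, cut at about 29% in these data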;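 further: signal is the 460 over 535 nm emission ratio of beta-lactamase substrate; 0% = agonist plus DMSO wells and 100% = wells without agonist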
RORa activator: activators of human nuclear receptor RORA | P35398 | CHO-K1 Gal4-RORA LBD luciferase reporter, luminescence; percent increase over mock-subtracted basal signal | activation, % at 10 µM | actives 1.5% (n = 65,000) | AID 560;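 active means activation above the mean of all tested compounds plus 3 SD, cut at about 49% in these data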;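 further: 0% = DMSO-treated RORA cells and 100% = added signal equal to DMSO minus mock-transfected cells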
An asterisk follows results filed as active; nt = not tested or not shown.

The first four records as a preview:
item	Structure	AP ELISA ortho	5HT1E ag	5HT1E antag	tolC growth inh	SF1 activator	5-HT1A blocker	RORa activator	S1P3 agonist	S1P1 ag pot
1	CCSc1ccccc1C(=O)NCc1ccc2c(c1)OCO2	0	-1.1	14	12	-1	19	-13	0.4	0
2	COCC(=O)NC(C)c1nc2ccccc2[nH]1 (centres undefined)	-3	-1.7	-1	-6	4	8	-5	nt	nt
3	O=C(O)c1ccc(COc2c(F)c(F)c(F)c(F)c2F)o1	-18	0.2	7	4	-5	nt	-8	-2.5	-6
4	Cc1c(C(=O)N2CCN(c3ccccc3F)CC2)sc2nc(-c3ccccc3)cn12	9	-0.5	-3	51	-5	0	16	0.0	-17

Results (from the top)
item	Structure	AP ELISA ortho	5HT1E ag	5HT1E antag	tolC growth inh	SF1 activator	5-HT1A blocker	RORa activator	S1P3 agonist	S1P1 ag pot
1	CCSc1ccccc1C(=O)NCc1ccc2c(c1)OCO2	0	-1.1	14	12	-1	19	-13	0.4	0
2	COCC(=O)NC(C)c1nc2ccccc2[nH]1 (centres undefined)	-3	-1.7	-1	-6	4	8	-5	nt	nt
3	O=C(O)c1ccc(COc2c(F)c(F)c(F)c(F)c2F)o1	-18	0.2	7	4	-5	nt	-8	-2.5	-6
4	Cc1c(C(=O)N2CCN(c3ccccc3F)CC2)sc2nc(-c3ccccc3)cn12	9	-0.5	-3	51	-5	0	16	0.0	-17
5	Nn1c(SCC(=O)NCCC2=CCCCC2)nnc1C1CCCCC1	-14	-2.6	-13	3	1	6	-16	0.1	-10
6	CCN1C(=O)CC(N2CCC(C(=O)OC)CC2)C1=O (centres undefined)	7	0.6	-2	-22	16	2	8	0.6	nt
7	CC(C)N1CCc2c(sc(N)c2C#N)C1	nt	0.1	-1	-1	1	nt	4	-1.7	-10
8	CCN(CC)CCOC(=O)c1cccc(Cl)c1	10	2.0	6	-30	-5	17	-7	-1.6	-5
9	CN1CCN(Cc2nc3c(c(=O)n(C)c(=O)n3C)n2Cc2cccc3ccccc23)CC1	nt	0.2	2	-22	-22	-10	14	-0.5	-14
10	CCc1ccc2[nH]c(=O)c(C(c3nnnn3CCOC)N3CCN(c4ccc(F)cc4)CC3)cc2c1 (centres undefined)	-4	1.0	-11	78*	-7	-7	17	0.2	-1
11	CCOC(=O)C1C2C=CC3(CN(c4ccccc4CC)C(=O)C13)O2 (centres undefined)	nt	-1.0	-9	-22	-3	3	-4	-0.8	16
12	O=C(Nc1nc2c(s1)CCCC2)c1ccc(Br)o1	7	0.8	-3	36	49	21	10	-0.8	7
13	N#CCSc1nc2scc(-c3cccs3)c2c(=O)n1CCc1ccccc1	nt	1.1	-4	20	-24	-33	5	-0.4	-7
14	CC(C)Cc1[nH]c(=O)c(C#N)c2c1COC(C)(C)C2	nt	-0.4	12	9	-2	nt	-11	-3.0	-19
15	CCOC(=O)NC(=O)CSc1nc(C)cc(C(F)(F)F)c1C#N	33*	0.5	0	-10	14	-9	-4	0.4	-5
16	COc1ccccc1C(=O)N(CN1CCCC1=O)c1cccc(Cl)c1	12	-1.2	3	-14	8	-12	-23	-0.4	-14
17	Cc1cc(=O)n2[nH]c(C)c(-c3ccc(Cl)cc3)c2n1	6	-0.6	-13	20	-2	12	-2	-0.2	-21
18	CC1(C)CC2(CC(C)(C)N1)OC(=O)N1CCc3ccccc3C12C (centres undefined)	13	0.8	-4	-13	-13	-3	-4	-0.9	11
19	Cc1ccc(S(=O)(=O)n2nc(OC(=O)c3c(-c4ccccc4Cl)noc3C)cc2N)cc1	11	-1.0	-7	14	-9	22	2	-1.4	50
20	CCCCC(CC)CNC(=O)c1[nH]c(C)c(C(C)=O)c1C (centres undefined)	11	-0.1	0	62*	0	10	-14	-0.9	8
21	CCOC(=O)c1c(C)c(C(=O)NCCN2CCOCC2)c(C)n1CC	7	-1.1	-1	-10	1	16	-24	-1.4	-8
22	Cc1ccccc1S(=O)(=O)Cc1ccc(C(=O)NCCCOC(C)C)o1	7	-0.4	-5	-17	0	4	-17	0.4	-8
23	COc1ccc(Nc2cc(=O)n(C3CCCCC3)c(=O)[nH]2)c(OC)c1	7	0.0	2	-10	1	-4	8	-0.1	-21
24	COc1ccc(C2C(=O)N(CCc3ccccc3)CC(=O)N2C2CCCC2)cc1 (centres undefined)	4	-0.2	3	-6	-1	2	-9	nt	nt
25	Cc1ccc(-c2nc(-c3ccccc3)no2)c(Cl)c1	25	0.4	-5	10	-70	-8	-57	-1.2	6
26	Cc1nc2ccccc2nc1OCC(=O)N1CCN(c2ccccc2)CC1	-2	0.2	-2	-14	1	5	-10	-0.6	8
27	CCc1cc(C(=O)Cc2nc3ccccc3[nH]2)c(O)cc1O	10	0.6	-2	13	11	-10	-15	-0.7	-3
28	O=C(Nc1cc(C(F)(F)F)ccc1N1CCCC1)c1cccnc1	17	3.9	-3	-4	-7	3	-16	-0.6	8
29	Cc1occc1-c1nnc(SCc2nnc(-c3ccc(Cl)cc3)o2)n1C	19	0.5	-7	-2	6	2	4	-0.2	-12
30	Cc1cc(=O)n2nc(-c3ccccc3)sc2c1C#N	2	-0.2	-9	5	2	0	-10	nt	nt
31	Cn1c(=O)c2cn(Cc3ccc(Cl)cc3)cc2n(C)c1=O	4	0.5	-5	-4	-4	6	-15	-0.6	nt
32	COC(=O)CSC1=C(C#N)C(c2cccc(OC)c2)CC(=O)N1 (centres undefined)	2	0.7	1	-6	1	-8	4	-0.7	-19
33	Cc1ccc2nc3c(cc2c1)c(NC(=O)c1cccnc1)nn3C	-8	0.7	2	-8	-4	-2	-11	1.1	-17
34	COc1ccc(OC)c(NC(=O)CSc2nnc(Cn3c(=O)sc4ccccc43)n2C)c1	13	0.6	-11	-4	9	1	18	-0.3	-4
35	O=C(NC1CC1)C1CC(=O)N(C2CCCCC2)C1 (centres undefined)	19	-0.8	1	-17	2	-7	-6	-0.1	-8
36	COCCCNC(=O)CN1C(=O)CSc2ncccc21	3	-0.1	3	-12	3	13	-7	1.0	-18
37	Cc1ccc(S(=O)(=O)NCC(=O)N(CC(=O)NCC2CCCO2)C2CCCC2)cc1 (centres undefined)	10	-0.1	3	-13	-1	-12	3	0.4	0
38	O=C(NCc1ccc2c(c1)OCO2)c1c(F)c(F)c(F)c(F)c1F	10	-1.3	1	-12	-4	11	-9	-0.2	21
39	O=C(NCC(c1cccs1)N1CCOCC1)c1cc2ccccc2o1 (centres undefined)	0	-0.2	-7	17	10	6	-13	nt	nt
40	CCC(C)NC(=O)c1cnc2n(c1=O)CCS2 (centres undefined)	8	-0.2	2	-11	-11	16	7	-0.8	-21
41	COC(=O)[C@H](CCSC)NC(=O)Nc1ccc(OC)cc1	3	0.9	0	-24	-9	-14	-9	-0.3	1
42	O=C(NC1CCCCCC1)C1CCCN(S(=O)(=O)c2cnc[nH]2)C1 (centres undefined)	10	0.5	8	-9	-4	-19	-12	0.8	-12
43	COc1nc(OC)nc(N2CCC(C(=O)Nc3cccc4ccccc34)CC2)n1	12	0.0	8	24	-4	10	-14	-1.4	-16
44	c1ccc(Cn2ncc3c2ncn2nc(-c4ccncc4)nc32)cc1	-9	-1.0	14	0	10	-1	0	-1.1	12
45	Cc1n[nH]c(C)c1S(=O)(=O)N1CCCC(C(=O)NC2CCCc3ccccc32)C1 (centres undefined)	4	-0.5	3	6	16	22	-7	-0.5	7
46	C=CCNC(=O)c1ccccc1NC(=O)Nc1ccccc1	-18	0.1	2	6	21	17	-13	0.1	11
47	COc1ccc(-c2nc(CS(=O)CC(=O)NC3CCCc4ccccc43)c(C)o2)cc1OC (centres undefined)	11	0.2	7	1	26	9	26	1.0	-26
48	CN(c1ccccc1C(=O)Nc1cccnc1)S(C)(=O)=O	10	-1.2	-6	-12	2	6	-17	0.0	nt
49	CCc1c(O)nc(SCC(=O)Nc2ccc(C)cc2)n(C2CCCCC2)c1=O	13	2.1	5	78*	-1	-18	3	-1.2	-12
50	COc1ccc(Cl)cc1C(=O)Nc1ccc2c(c1)OCO2	1	-0.6	4	-4	39	32	23	-1.2	nt

Next section
item	Structure	AP ELISA ortho	5HT1E ag	5HT1E antag	tolC growth inh	SF1 activator	5-HT1A blocker	RORa activator	S1P3 agonist	S1P1 ag pot
51	Fc1ccccc1-c1nc(N2CCCCC2)c2ccccc2n1	nt	-0.6	17	13	-5	nt	-28	-3.2	-19
52	COc1ccc(CCC(=O)N2CC(C)OC(C)C2)cc1 (centres undefined)	17	-0.8	-9	-5	-2	-6	-4	-0.9	15
53	COc1nc(N2CCOCC2)nc(-n2cccc2)n1	5	1.0	15	-12	9	11	-5	-0.5	-28
54	CC(=O)NC1CC2CCCC(C1)N2C(=O)Nc1ccc(Cl)c(C(F)(F)F)c1 (centres undefined)	8	-0.6	3	44	-6	13	-23	0.3	-30
55	Cc1ccccc1-n1nnnc1-c1ccccc1	2	-1.3	7	-2	-29	5	19	-0.8	-3
56	COc1ccc(-c2noc(-c3ccc(Br)o3)n2)cc1OC	-14	0.0	-7	-26	11	-10	-2	-1.2	nt
57	Cc1nc2ccccn2c1C(=O)NCc1cccnc1	12	1.3	1	-9	-2	5	-10	-1.3	-6
58	Cc1sc2nc(NCCO)[nH]c(=O)c2c1C	24	0.9	6	-15	25	2	-32	-0.8	-10
59	CCCOc1ccccc1C1C(C(=O)OC)=CN(C(C)C)C=C1C(=O)OC	-2	8.4	3	17	-14	-8	-11	2.5	-86
60	CCc1nnc(NC(=O)CSc2nnc(COc3ccccc3)n2-c2ccc(C)cc2)s1	4	0.4	-6	-37	21	2	-14	-0.4	-12
61	COc1ccc(OC)c(-c2cc(C(=O)NCCN3CCOCC3)no2)c1	8	-0.6	15	-20	4	-9	-4	0.4	-22
62	CCCCCCNC(=O)Nc1ccccc1	10	-0.9	4	17	16	6	13	-0.1	-1
63	Cc1ccc(N2CC(C(=O)NC3=NCCS3)CC2=O)cc1C (centres undefined)	14	0.0	-6	0	-13	0	-8	-0.7	-2
64	CCOC(=O)NCC(C)(C)CNC(=O)OCC	-6	-0.4	-1	-3	-3	0	-7	-1.0	12
65	CCc1cc(/C(Cc2ccc3ccccc3n2)=N\O)c(O)cc1O	10	-0.1	8	97*	21	24	17	-0.2	30

Screening data from PubChem BioAssay.
